PL biosyn Enam – animal cell phospholipid biosynthesis inhibition, Enamine screen; ZR-82 CHO cells, pyrene fatty acid UV survival, CellTiter Blue; peroxisome-deficient CHO-K1 mutant line; plus DGAT-1, DGAT-2 and ACAT inhibitors; calls only at 10 µM; hit rate 0.4% among 20,000;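 active = cell survival signal 2 SD away from solvent-only control wells, confirmed on one or two retests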;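 note: 3 h compound exposure then viability read about one day after UV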
Calls only; i = inactive; + = active, no number.

The first six entries, to show the layout:
molecule,PL biosyn Enam
CN=c1scc(-c2ccc(-c3ccccc3)cc2)n1/N=C/c1cccc(Br)c1,i
CC1=C(c2ccc(C)cc2)Nc2nnnn2C1c1ccc(N2CCCC2)c([N+](=O)[O-])c1 (stereo not drawn),i
Cc1n[nH]c(=O)c2c(NC(=O)CSc3nnnn3C3CC3)oc(C)c12,i
CC1CC(C)CN(S(=O)(=O)c2ccc3c(c2)OCCO3)C1 (stereo not drawn),i
CCc1cc2c(=O)n(CC)c(=S)[nH]c2s1,i
CC(=O)N1CN(CCO)Cc2c1sc1c2CCCC1,i

The list itself, from the start:
molecule,PL biosyn Enam
CN=c1scc(-c2ccc(-c3ccccc3)cc2)n1/N=C/c1cccc(Br)c1,i
CC1=C(c2ccc(C)cc2)Nc2nnnn2C1c1ccc(N2CCCC2)c([N+](=O)[O-])c1 (stereo not drawn),i
Cc1n[nH]c(=O)c2c(NC(=O)CSc3nnnn3C3CC3)oc(C)c12,i
CC1CC(C)CN(S(=O)(=O)c2ccc3c(c2)OCCO3)C1 (stereo not drawn),i
CCc1cc2c(=O)n(CC)c(=S)[nH]c2s1,i
CC(=O)N1CN(CCO)Cc2c1sc1c2CCCC1,i
COc1ccc(Br)cc1C1C=C(c2ccc(F)cc2)Nc2ncnn21 (stereo not drawn),i
Cc1cc(C)nc(N/N=C/c2ccc(C3C=CCC3)s2)n1 (stereo not drawn),i
C=CCn1c(SCn2nnc3ccccc3c2=O)nc2scc(C3CC3)c2c1=O,i
O=C(O)c1sccc1S(=O)(=O)N1CCOCC1,i
Cc1ccc(CSC2=NN3CCS(=O)(=O)N=C3S2)cc1,i
CN(C(=O)C12CC3CC(CC(C3)C1)C2)C1CCS(=O)(=O)C1 (stereo not drawn),i
O=C(CSc1nnc(-c2cccs2)o1)N(C1CCCCC1)C1CCS(=O)(=O)C1 (stereo not drawn),i
O=C(/C=C/c1ccco1)Nc1sc2c(c1C(=O)O)CCCCC2,i
Cc1nc(SC(C)C(N)=O)n(CC(C)C)c1C (stereo not drawn),i
CCNC(=S)NN=C1CCC(C(C)(C)C)CC1 (stereo not drawn),i
Oc1ccccc1OCc1nc2ccccc2s1,i
Cc1nnc(SCC(=O)NN2C(=O)NC3(CCCCC3)C2=O)s1,i
O=P(CCN1CCCCC1)(c1ccccc1)c1ccccc1,i
Cc1cc(C(=O)CSc2nnc(C3CC3)n2C2CC2)c(C)n1CCC1=CCCCC1,i
Oc1ccc2cc(Br)ccc2c1CN1CCCC1,i
O=S(=O)(c1ccc(Cl)c(NC(=S)Nc2ccc3c(c2)OCO3)c1)N1CCOCC1,i
O=S(=O)(ON(c1ccccc1)S(=O)(=O)c1ccccc1)c1ccccc1,i
CCCn1c(N)c(NC(C)CCCC(C)C)c(=O)[nH]c1=O (stereo not drawn),i
COC(=O)C1=C(N)OC2=C(C(=O)CC(C)(C)C2)C1c1cccs1 (stereo not drawn),i
C=CCN=c1scc(-c2ccccc2)n1/N=C(\C)c1ccccc1C(F)(F)F,i
COc1ccc(/C=N/n2cnnc2)cc1O,i
CN=c1scc(-c2ccc(Br)cc2)n1/N=C/c1cccc(F)c1,i
C=CCNC(=O)NC(=O)CN1CCN(S(=O)(=O)c2cccs2)CC1,i
CC1CCc2c(sc3nc(CN4CCOCC4)nc(SCc4cc(=O)n5ccsc5n4)c23)C1 (stereo not drawn),i
Fc1ccc(-c2noc(CN3CCN(c4ncccn4)CC3)n2)cc1,i
O=c1oc(-c2ccc(F)cc2)nn1CN1CCN(c2ncc(C(F)(F)F)cc2Cl)CC1,i
C=CCn1c(-c2ccoc2C)n[nH]c1=S,i
O=C(Cn1cnnn1)N(Cc1nc2ccccc2c(=O)[nH]1)CC1CCCO1 (stereo not drawn),i
Cc1cc(C=C2Sc3ccc4ccccc4c3N2C)cc(C)[n+]1Cc1ccccc1,i
C=CCN=c1scc(-c2cccc(Br)c2)n1/N=C/c1ccccc1I,i
O=S(=O)(NC1CCCCC1)c1ccc2c(c1)OCCCO2,i
O=C1S/C(=C\c2cccs2)C(=O)N1CCN/C=C/C(=O)C(F)(F)F,i
c1cc2c(cc1-c1csc(N3CCOCC3)n1)OCCO2,i
CCN(CC)S(=O)(=O)c1ccc(N=Nc2c(O)[nH]c3ccc([N+](=O)[O-])cc23)c([N+](=O)[O-])c1,i
COc1cc(Cl)c(S(=O)(=O)N2CCN(C)CC2)cc1Cl,i
Cc1cc(S(=O)(=O)NC(C)(C)C)ccc1F,i
c1cc[n+](CCCCC[n+]2ccccc2)cc1,i
Cc1ccc2nc(COC(=O)CN3C(=O)NC4(CCCC4)C3=O)cc(=O)n2c1,i
Fc1cc(Br)ccc1CSc1nnc(-c2ccccc2)o1,i
Cc1[nH]c2ccccc2c1N=Nc1ccccc1F,i
Cn1nc(N2CCN(S(=O)(=O)c3ccc4c(c3)CCCC4)CC2)c(=O)n(C)c1=O,i
O=C(OCC1C(COC(=O)c2ccco2)C1(Cl)Cl)c1ccco1 (stereo not drawn),i
COc1ccc(NS(=O)(=O)c2c(F)cc(F)cc2Br)cc1S(N)(=O)=O,i
O=C1/C(=C/c2cccs2)N=C2CCCCCN12,i
Cn1c(=O)c2c(ncn2CC(=O)NC(=O)NCc2ccco2)n(C)c1=O,i
O=P1(NCCc2ccccc2)C=C(c2ccccc2)SC(c2ccccc2)=C1,i
COC(=O)NC(C(F)(F)C(F)(F)C(F)(F)C(F)F)P(=O)(c1ccccc1)c1ccccc1 (stereo not drawn),i
O=C(O)CN(/C=C/C(=O)C(F)(F)F)CC(=O)O,i
CCN(CC)CCN1C(=O)C(O)=C(C(=O)c2cccs2)C1c1ccc(C)o1 (stereo not drawn),i
Cc1sc2nc(-c3cccs3)nc(NC3CCCC3)c2c1C,i

Filtered by structure, those above with a Cl atom
molecule,PL biosyn Enam
O=S(=O)(c1ccc(Cl)c(NC(=S)Nc2ccc3c(c2)OCO3)c1)N1CCOCC1,i
O=c1oc(-c2ccc(F)cc2)nn1CN1CCN(c2ncc(C(F)(F)F)cc2Cl)CC1,i
COc1cc(Cl)c(S(=O)(=O)N2CCN(C)CC2)cc1Cl,i
O=C(OCC1C(COC(=O)c2ccco2)C1(Cl)Cl)c1ccco1 (stereo not drawn),i

Further results follow.
molecule,PL biosyn Enam
c1coc(-c2nnc(SCc3nc(-c4cccs4)no3)o2)c1,i
Nc1c(S(=O)(=O)c2ccccc2)c2nc3ccccc3nc2n1CCCO,i
Cn1c(=O)c2c(ncn2CC(=O)c2ccc(Br)s2)n(C)c1=O,i
Cc1nc(Oc2ccc(Br)cc2F)c2c(C)c(C)sc2n1,i
Cc1cccn2c(=O)cc(CSc3nnc(-c4cc5c(s4)CCC(C)C5)o3)nc12 (stereo not drawn),i
COc1cc(/C=C2\SC(=S)NC2=O)cc(OC)c1OC,i
CCN(CC)S(=O)(=O)c1cc(C)c(C)cc1C,i
O=S(=O)(Nc1ccc(SC(F)F)cc1)c1ccc(F)c(F)c1,i
O=C1NC2(CCCCCC2)C(=O)N1CN1CCCC1c1cccs1 (stereo not drawn),i
O=C1Nc2ccccc2/C1=N\N=C\c1cccc(Oc2ccccc2)c1,i
CC1CCC2(CC1)NC(=O)N(CCC13CC4CC(CC(C4)C1)C3)C2=O (stereo not drawn),i
Cc1cc(=O)[nH]c(N/N=C/c2c(C)[nH]c3ccccc23)n1,i
CCN(CC)S(=O)(=O)c1cccc(N=Nc2c(C)nn(-c3ccccc3)c2N)c1,i
O=C1NC(c2ccccc2)=C(c2nc3ccccc3s2)C(c2ccc3c(c2)OCO3)N1 (stereo not drawn),i
O=C1CN(S(=O)(=O)c2ccc(Cl)s2)CCN1,i
CC1(C)C2CCC1(CS(=O)(=O)NC1CCCCCCC1)C(=O)C2 (stereo not drawn),i
O=S(=O)(Nc1cc(S(=O)(=O)N2CCOCC2)ccc1N1CCOCC1)c1ccc2c(c1)OCCO2,i
C/C(=N\Nc1ccccn1)c1ccc2c(c1)Nc1ccccc1S2,i
Cc1cc(-n2c(C)cc(C(=O)Cn3ncc(Cl)c(Cl)c3=O)c2C)no1,i
CSc1ccc(/C=N/NS(=O)(=O)c2cc(C)ccc2C)cc1,i
Cn1c(SCC(=O)NC2CCCC2)nnc1C(F)(F)F,i
O=C(CSc1ncnc2sccc12)NNC(=O)c1ccc(Br)s1,i
Nc1c(C(=O)Nc2nccs2)sc2nc3c(c(-c4cccs4)c12)CCCCC3,i
O=C(CSc1nc2scc(-c3cccs3)c2c(=O)[nH]1)NN1C(=O)NC2(CCCCC2)C1=O,i
CC1CCC(C(C)C)/C(=N/NC(N)=O)C1 (stereo not drawn),i
Clc1ccc(C2Oc3ccccc3C3CC(c4cccnc4)=NN32)cc1 (stereo not drawn),i
Cc1cccc(NP2(=S)/C(=C3/N(C)c4ccccc4C3(C)C)C=Nc3c2c(C)nn3-c2ccccc2)c1C (stereo not drawn),i
CC12COC3(C(=O)N4CCCCC4)CC1CCC32C (stereo not drawn),i
O=C(NC1=NCCS1)c1c(-n2cccc2)sc2c1CCCC2,i
O=S(=O)(Nc1ccccc1F)c1ccc(F)c(F)c1F,i
Cc1cc(C)nc(N/N=C/c2c(CO)cnc(C)c2O)n1,i
Cc1csc2nc(CSc3nnc(C4CC4)n3C3CC3)cc(=O)n12,i
O=S(=O)(NNc1ccccc1)c1ccc2c(c1)Cc1cc(S(=O)(=O)NNc3ccccc3)ccc1-2,i
C=CCn1c(SCC(=O)N(CC)C2CCS(=O)(=O)C2)nc2sc3c(c2c1=O)CCC3 (stereo not drawn),i
O=C(OCC(=O)N1CCNC1=O)C1=COCCO1,i
O=c1[nH]cnc2cc(Br)c(Br)cc12,i
CN(C)C(CNc1nc(CN2CCOCC2)nc2sc3c(c12)CCC3)c1cccs1 (stereo not drawn),i
COc1ccc(-c2nc3c4c(-c5ccc(OC)cc5)c(-c5ccc(OC)cc5)oc4ncn3n2)cc1,i
O=C(O)CCC(=O)N1N=C2/C(=C/c3ccco3)CCCC2C1c1ccco1 (stereo not drawn),i
CCCCCCC/C(C)=N/N1C(=O)CSC1=S,i
Cc1cc(=O)[nH]c(N/N=C/c2cccs2)n1,i
COc1cc(C2=N/C(=C\c3cc(Br)cs3)C(=O)O2)cc(OC)c1OC,i
Cn1c(SCC(=O)NC(=O)NCc2ccco2)nnc1-c1ccco1,i
CC(C)Cc1nnc(NC(=O)C2CCC2)s1,i
O=c1[nH]c(=S)[nH]c2ccccc12,i
O=C(COC(=O)C1CC2C=CC1C2)Nc1c(I)cc(I)cc1I (stereo not drawn),i
CCCCCCCCn1c(C)cc(=O)[nH]c1=O,i
Brc1cccc(C2C=C(c3ccccc3)Nc3ncnn32)c1 (stereo not drawn),i
C=CCN(CC=C)Cn1c(=S)oc2ccc(S(=O)(=O)Nc3ccc(OC)cc3)cc21,i
O=c1[nH]c2ccccc2c(-c2ccccc2)c1-n1nnc2ccccc2c1=O,i
O=C(c1cnc2sc3ccccc3n12)C(F)(F)F,i
CCOC(=O)c1[nH]c(C)c(C(=O)OCCO)c1C,i
O=S(=O)(Nc1ccc(S(=O)(=O)Nc2nccs2)cc1)c1ccc(F)cc1,i
CC1C/C(=N\NC(=S)NC2CCCCC2)CC(C)(C)C1 (stereo not drawn),+
Cc1nc(N2CCN(C)CC2)c2c3c(sc2n1)CCC3,i
CC(C)NCC(O)Cn1c2ccc(Cl)cc2c2cc(Cl)ccc21 (stereo not drawn),i

(listing goes on)
molecule,PL biosyn Enam
CSCCC(C(=O)OCn1nnc2ccccc2c1=O)N1C(=O)c2ccccc2C1=O (stereo not drawn),i
Cc1cc(NC(=O)CN2CC(C)CC(C)C2)no1 (stereo not drawn),i
S=C(CNc1ccc(Cl)cc1)N=P(c1ccccc1)(N1CCOCC1)N1CCOCC1,i
Cn1cnc2c1c(=O)n(CCCOC(=O)C1CCCCC1)c(=O)n2C,i
CCCCSc1nc2c(c(=O)[nH]1)C(c1cccs1)C(C(=O)OC(C)C)=C(C)N2 (stereo not drawn),i
NC(=S)c1ccc(O)cc1,i
O=C(CSc1nnc(-c2ccco2)o1)c1ccc[nH]1,i
Cc1nc2scc(C)n2c1C=C1C(=O)N(C)C(=O)N(C)C1=O,i
Cc1nn(C2CCS(=O)(=O)C2)c(C)c1CN(C)CN1C(=O)NC2(CCCCCC2)C1=O (stereo not drawn),i
Cc1cc(C2=NNC(=NC3CCCCC3C)SC2)c(C)n1C (stereo not drawn),i
CCC(C)Nc1nnc(SCC(=O)c2c(N)n(C3CC3)c(=O)[nH]c2=O)s1 (stereo not drawn),i
Cc1cc2nc(/C=C/c3cccs3)sc2cc1C,i
O=C(O)c1ncc(Cl)c(N2CCOCC2)c1Cl,i
CC(C)Cn1c(N)c(C(=O)CSc2nc3sc4c(c3c(=O)n2C)CCC4)c(=O)n(C)c1=O,i
Cc1nc(=S)c2c(=O)n(C)c(=O)n(CC(C)C)c2[nH]1,i
CCOC(=O)c1cnoc1N,i
CNC(=S)Nc1ccc(OC)c(OC)c1,i
O=C1NC(=O)/C(=C\C=C\c2ccccc2)S1,i
Cn1c2ccccc2c(=O)c2c1nc(C1CCCCC1)n1c3ccccc3nc21,i
Nc1ccc([N+](=O)[O-])cc1C(F)(F)F,i
C/C(CC(=O)NC1CCCC1)=N\NC(=O)C1CCCCC1,i
CN1CCN(S(=O)(=O)c2ccc(Cl)c(N)c2)CC1,i
CCOC(=O)c1sc(N)c(C(=O)OCC)c1CSc1nncn1C(C)C,i
O=c1[nH]c(CSc2nnnn2C2CC2)nc2c(Br)cc(Br)cc12,i

This is a subset; the hit share may differ from the screen's.
